High-throughput results: PubChem, National Center for Advancing Translational Sciences (NCATS)
DRD3 agonist: agonists of human D3 dopamine receptor; P35462; D3R DiscoveRx beta-arrestin cells, luminescence, 90 min; max activation, %; 0.58% of 410,000 active; in the data active means max activation above about 30%; further: 0% is about no effect; mostly tested at two doses, the higher about 12 µM
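Agonist-mode cell screen: cells plated at 1500/well and incubated overnight at 37 °C, then exposed to library compounds for 90 min at 37 °C. Detection reagent was added for 30–60 min at room temperature, and luminescence was read.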
DRD3 antagonist: blocks the human D3 dopamine receptor; P35462; D3R cells, DiscoveRx beta-arrestin luminescence, antagonist mode; active compounds read low; max response, negative = inhibition, %; 2.5% of 360,000 active; AID 652054; in the data active means max response below about -50%; inconclusive means no clear call, values can overlap the other calls; further: on the % scale 0 is the no-effect control and ±100 the full control effect; mostly tested at two doses, the higher about 12 µM
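Cells expressing the human receptor were seeded at 1500 cells/well, incubated overnight at 37 degrees C in 5% CO2, then exposed to library compounds with dopamine controls for 90 minutes at 37 degrees C before luminescent detection.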
Abeta rescue: compounds reversing amyloid beta toxicity in yeast; AID 1347071; 0.063% of 410,000 active; yeast expressing A-beta42, growth rescue, OD600, 48 h; response scale: 0% DMSO, 100% iron-clioquinol control; Potency, µM (series often up to 46.1 µM), for the others: at the top dose growth rescue, actives largely listed as activators; further: potency means the concentration at half of the fitted maximal effect; nearly all actives have a fitted effect of over 55% in size
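Growth rescue measured by 600 nm absorbance after 48 h yeast culture at 30 C with compound. Values normalized between DMSO and an equimolar ferric chloride plus clioquinol control.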
FUS suppressor: FUS proteinopathy suppression in yeast. AID 1347120. Potency, µM (series often up to 76.6 µM), inactives show top-dose growth rescue (activation), usual class: activators. S. cerevisiae FUS-expressing, growth rescue, OD600, 24 h. 0.24% of 390,000 active;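 further: potency means the concentration at half of the fitted maximal effect; plate controls were DMSO vehicle for no effect and reference control for full effect; nearly all actives have a fitted effect of over 55% in size; some results filed as inactive show a strong effect at the top dose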
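Compound concentration series was pinned onto galactose-induced FUS-expressing yeast seeded at OD 0.005. Plates sat 24hr at 30C; absorbance at 600 nm gave growth. DMSO served as background control.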
aSyn rescue: inhibitors of alpha-synuclein toxicity in yeast; Yeast expressing alpha-synuclein, growth rescue, BacTiter-Glo, 24 h; Potency, µM (series often up to 46.1 µM), without a hit: at the highest dose growth rescue (activation), usual class: activators; 0.14% of 370,000 active; AID 652106; further: potency means the concentration at half of the fitted maximal effect; % of control where 0% means no effect; nearly all actives have a fitted effect of over 65% in size
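Rescue of yeast growth: cells expressing toxic alpha-synuclein, induced in galactose at OD600 0.02, incubated with compound 24 h at 30 C. ATP luminescence quantified growth; inhibitors of toxicity appear as activators.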
TDP-43 yeast inh: rescues yeast growth from TDP-43 toxicity; TDP-43 expressing yeast growth rescue, BacTiter-Glo, 24 h; Potency, µM (top dose mostly 46.1 µM), inactives show at the highest dose growth rescue (activation), most hits filed as activators; 1.8% of 410,000 active; further: potency means the concentration at half of the fitted maximal effect; % of control where 0% means no effect; nearly all actives have a fitted effect of over 50% in size
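In this qHTS, compounds that restore growth of yeast expressing TDP-43 appear as activators. Cells (OD600=0.02, galactose medium, raffinose-pregrown) are incubated with compound 24 hr at 30 deg C and growth is quantified by BacTiter-Glo.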
EPAC2 agonist: EPAC2 (human) agonism; Q8WZA2; EPAC2 activation, biochemical qHTS; response scale: 100% = 6.5 mM cAMP response; Potency, µM (series often up to 154 µM), for the others: at the highest dose activation, usual class: activators; 0.079% of 360,000 active; AID 720711; further: potency means the concentration at half of the fitted maximal effect; nearly all actives have a fitted effect of over 50% in size
Target sequence (Q8WZA2 whole entry, looked up): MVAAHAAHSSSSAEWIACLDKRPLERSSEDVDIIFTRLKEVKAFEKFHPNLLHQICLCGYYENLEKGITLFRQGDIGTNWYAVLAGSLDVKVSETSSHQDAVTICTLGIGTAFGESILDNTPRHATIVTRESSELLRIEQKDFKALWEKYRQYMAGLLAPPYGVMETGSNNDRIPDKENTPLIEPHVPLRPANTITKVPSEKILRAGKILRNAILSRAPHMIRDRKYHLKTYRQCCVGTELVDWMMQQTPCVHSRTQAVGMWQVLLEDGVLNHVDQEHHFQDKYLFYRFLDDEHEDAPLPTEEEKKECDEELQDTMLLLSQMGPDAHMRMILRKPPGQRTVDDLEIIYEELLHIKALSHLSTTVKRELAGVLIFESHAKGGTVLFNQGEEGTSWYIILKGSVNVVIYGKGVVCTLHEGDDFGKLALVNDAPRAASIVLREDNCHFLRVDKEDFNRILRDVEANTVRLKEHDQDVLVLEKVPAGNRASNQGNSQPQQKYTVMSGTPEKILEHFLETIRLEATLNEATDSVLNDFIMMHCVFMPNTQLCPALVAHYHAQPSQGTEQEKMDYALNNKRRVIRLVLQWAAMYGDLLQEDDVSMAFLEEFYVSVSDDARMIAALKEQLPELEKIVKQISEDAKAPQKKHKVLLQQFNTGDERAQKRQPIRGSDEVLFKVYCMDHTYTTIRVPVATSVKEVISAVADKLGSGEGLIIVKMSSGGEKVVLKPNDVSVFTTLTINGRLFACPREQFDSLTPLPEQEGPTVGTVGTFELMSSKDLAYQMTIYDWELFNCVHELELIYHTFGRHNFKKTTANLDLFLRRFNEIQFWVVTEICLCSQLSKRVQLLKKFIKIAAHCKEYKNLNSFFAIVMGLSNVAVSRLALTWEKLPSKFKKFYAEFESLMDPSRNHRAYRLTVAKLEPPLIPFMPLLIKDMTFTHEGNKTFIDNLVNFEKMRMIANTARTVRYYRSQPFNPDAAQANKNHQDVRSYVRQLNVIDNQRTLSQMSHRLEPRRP
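EPAC2 (100 nM) mixed with Rap1B loaded with BODIPY-GDP (250 nM) plus 50 uM unlabeled GDP; compounds pinned in, 5 min RT, then read every 5 min for 30 min (ex 480, em 540 nm). Normalized to cAMP control.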
EPAC2 antag: EPAC2 (human) antagonism; EPAC2 GEF exchange of Rap1B-BODIPY-GDP, fluorescence; Q8WZA2; Potency, µM (top dose mostly 114 µM), for inactives: at the top dose activity, negative = inhibition, actives largely listed as inhibitors; 0.18% of 360,000 active; further: potency means the concentration at half of the fitted maximal effect; on the % scale 0 is the no-effect control and ±100 the full control effect; nearly all actives have a fitted effect of over 45% in size; many of its hits are not listed in these tables
Active calls of the source: *; ? = inconclusive; . = no result given; & = joins results of further samples; [ ] = another dose, or the depositor's remark. Unless noted, the call rests on the fitted dose curve; in most records, active means well fitted curve in the direction sought with a large enough effect; inconclusive means small, poorly fitted or top-dose-only effect, or another doubt; inactive means no such curve, though single readings can be large; an effect the other way counts as inactive or inconclusive. These rows are one share of the data; rates above refer to the full screens.

Every second line gives: DRD3 agonist	DRD3 antagonist	Abeta rescue	FUS suppressor	aSyn rescue	TDP-43 yeast inh	EPAC2 agonist	EPAC2 antag
[1] CCOC(=O)c1nn(-c2ccc(F)cc2)c2nc(CC(C)C)c(C#N)c(=O)n12
    -1	11	-4%	-5%	-4%	0%	-1%	-8%
[2] Cc1ccc(C)c(S(=O)(=O)Nc2ccc3scnc3c2)c1
    5	-5	9%	18%	8%	21%	1%	6%
[3] N#Cc1nc(-c2ccccc2)oc1N1CCC(C(N)=O)CC1
    -15	-18	-16%	3%	-3%	-11%	2%	0%
[4] C=CCN1CN(S(=O)(=O)c2cccc(Cl)c2)c2nc3ccccc3nc21
    2	18	26%	22%	?	27%	10%	?
[5] CC(NC(=O)c1ccccc1F)c1nnc(SCC(=O)NC2=NCCS2)n1C (stereo unspecified)
    0	-11	-6%	3%	-11%	-18%	14%	0%
[6] O=C1CSC(=S)N1N=Cc1ccc2c(c1)OCO2
    -4	-2	0%	.	-6%	0%	0%	-1%
[7] Cc1ccc(CNC(=O)NC2COc3ccccc3C2)cc1 (stereo unspecified)
    -17	.	0%	-18%	.	-3%	.	.
[8] CCN(CC(=O)Nc1ccc(OC)cc1)C(=O)c1oc2c(Cl)cccc2c1C
    -6	-6	3%	1%	3%	3%	4%	-3%
[9] C=CCOc1ccc(CN(C)CC(=O)N(CC(C)C)c2c(N)n(CC(C)C)c(=O)[nH]c2=O)cc1
    -1	-10	3%	10%	6%	-4%	-15%	2%
[10] CCc1nc2ccccc2c(C(=O)OCC(=O)Nc2ccc(NC(C)=O)cc2)c1C
    -20	4	-7%	10%	0%	6%	7%	-6%
[11] Nc1[nH]c(N=NC(=O)c2ccccc2O)c2ccccc12
    -4	38	-6%	.	-5%	-22%	7%	-3%
[12] O=C(Nc1cccc(-c2nc3cccnc3s2)c1)C1c2ccccc2Oc2ccccc21
    6	31	2%	-1%	-8%	2%	14%	1%
[13] CN(c1ccccc1)S(=O)(=O)c1cccc(NC(=O)C2CCCO2)c1 (stereo unspecified)
    -1	-5	11%	-3%	4%	-9%	-4%	-28%
[14] COc1ccc(C2CC(c3cccs3)=NN2C(=O)c2ccco2)cc1OC (stereo unspecified)
    7	4	26%	27%	6%	-1%	14%	?
[15] Cc1cc(C)cc(-n2ncc3c2CCCC3NC(=O)CCCn2cncn2)c1 (stereo unspecified)
    1	11	23%	13%	0%	0%	-3%	11%
[16] CC(C)CNC(=O)COc1ccc(Sc2ccc(OCC(=O)NCC(C)C)cc2)cc1
    -8	35	0%	.	-5%	22%	-7%	7%
[17] CCN1C(=O)[C@H]2[C@@H](c3ccc(C)cc3)N3C(=O)N(c4ccc(C)cc4)C(=O)[C@@]3(CC)[C@H]2C1=O
    -19	?	0%	-14%	1%	14%	11%	5%
[18] COc1cc(NC(=O)CN2C(=O)CSc3ccc(S(=O)(=O)N4CCCC4)cc32)cc(OC)c1
    -3	6	-24%	33%	-9%	3%	8%	-24%
[19] CN1CCc2ccccc2CC1=O
    1	-1	5%	-5%	0%	24%	3%	4%
[20] COC(=O)c1cccc(COC(=O)c2ccc(CS(=O)(=O)c3ccc(C)cc3)cc2)c1
    -4	6	-25%	0%	.	4%	-1%	-14%
[21] CCN(c1ccccc1)S(=O)(=O)c1nnc(NC(=O)c2ccccc2OC)s1
    -5&-9	-13	5%&-12%	-10%&15%	1%	13%&-2%	12%	3%
[22] CCOc1ccc(CCNC(=O)c2ccc(CNS(=O)(=O)c3ccccc3)cc2)cc1OCC
    4	7	14%	.	4%	5%	-6%	0%
[23] CN1CCN(S(=O)(=O)c2cccc(C(=O)Nc3cc(C(F)(F)F)ccc3N3CCCC3)c2)CC1
    0	11	10%	4%	2%	5%	-9%	7%
[24] Nc1nc(Cl)cc(N2CCOCC2)n1
    -3	2	-6%	-24%	1%	-20%	1%	-7%
[25] CCCn1c(=S)[nH]c2sc3c(c2c1=O)CCCC3
    4	-4	1%	-12%	-8%	11%	0%	-11%
[26] CSCC[C@H](NC(=O)[C@H](Cc1ccccc1)n1c(=O)[nH]c2ccccc2c1=O)C(=O)N1CCC[C@H]1C(=O)O
    10	6	-13%	1%	0%	5%	-1%	2%
[27] Cc1ccc([C@H]2C[C@H](O)[C@@H](n3cc(C4CC4)nn3)CN2CC2CCCCC2)cc1
    -4	-3	-5%	-5%	2%	0%	10%	-12%
[28] Cc1ccc(C(=O)C=CC=Cc2ccccc2)cc1
    -11	6	-5%	-5%	-3%	17%	-12%	-9%
[29] Cc1cccc(C)c1OCCn1c(CCNC(=O)C2CCCCC2)nc2ccccc21
    -25	.	-4%	20%	?	?	.	.
[30] Cc1ncc([N+](=O)[O-])n1CC(=O)N/N=C/c1ccccc1F
    -1	6	-3%	-29%	10%	9%	9%	3%
[31] Cc1cc(=O)n2[nH]c(C(F)(F)F)c(-c3ccccc3)c2n1
    1	17	-1%	-21%	-5%	-3%	5%	-8%
[32] CS(=O)(=O)N1N=C(c2ccco2)CC1c1ccccc1 (stereo unspecified)
    21	-2	9%	.	1%	11%	11%	13%
[33] Cc1cccc(N2CCN(C(=O)c3cnn4c(C(F)F)cc(-c5ccccc5)nc34)CC2)c1C
    14	70	1%	-12%	-18%	?	7%	-2%
[34] COC(=O)c1ccc(C(=O)OC)c(NC(=O)CN(c2ccccc2)S(=O)(=O)N(C)C)c1
    2&0	-11	6%&-14%	?	3%&9%	14%&-3%	10%	-3%
[35] COc1ccc(-c2cc3c(c4c2ccn4C)C2CCC3C2)cc1 (stereo unspecified)
    10	-9	5%	20%	-7%	35µM*	10%	6%
[36] COC(=O)C[C@H]1C[C@@H]2c3cc(NS(=O)(=O)c4ccc(OC)cc4)ccc3O[C@@H]2[C@H](CO)O1
    3	8	5%	-23%	-17%	7%	18%	-2%
[37] O=C(O)c1ccc(N2CCc3ccccc32)c([N+](=O)[O-])c1
    -9	?	2%	-8%	?	?	6%	-3%
[38] CC(=O)Nc1cccc(-c2nnc(SCC(=O)N3CCCCC3)n2C)c1
    -1	9	-13%	-6%	1%	7%	0%	-2%
[39] O=C1CN(C(=O)/C=C/c2ccco2)c2ccccc2N1
    2	9	-13%	7%	1%	17%	11%	-3%
[40] Cc1ccc(CNc2ncc(-c3ccccc3)n2C)o1
    -2	0	3%	-4%	1%	-14%	3%	13%
[41] Cc1cc2c(cc1S(=O)(=O)NC1CCCCC1C)OCC(=O)N2 (stereo unspecified)
    0	0	10%	5%	7%	20%	3%	-4%
[42] C=CCSc1nsc(NC(=O)Nc2cccc(C(C)=O)c2)n1
    4	31	-3%	-2%	0%	4%	4%	3%
[43] Cc1cc(C)c2c(C)c(C(=O)Nc3c(C)n(C)n(-c4ccccc4)c3=O)oc2c1
    3	3	-4%	.	23%	-19%	-2%	8%
[44] Cc1c(NC(=O)c2ccc(NC(=O)C3CC3)cc2)cccc1C(=O)O
    -1	5	1%	-18%	-7%	-7%	8%	-8%
[45] O=C(NCc1ccccc1Br)C1CCCO1 (stereo unspecified)
    0	2	17%	1%	0%	16%	2%	3%
[46] CC1CCCC(C)N1C(=O)COC(=O)CNC(=O)c1ccccc1F (stereo unspecified)
    -6	-15	12%	-15%	1%	3%	13%	-6%
[47] COc1ccc(C2(O)CCN(C(=O)NC3CCCCC3)CC2)cc1
    16	11	15%	15%	0%	-3%	0%	0%
[48] COc1ccc(CCNC(=O)CNC(=O)c2nn(-c3ccc(OC)c(OC)c3)c(=O)c3ccccc23)cc1OC
    22	74	-11%	11%	-2%	-9%	-1%	-1%
[49] O=C1Nc2ccc(S(=O)(=O)NCCCO)c3cccc1c23
    1	-22	-25%	-5%	2%	-11%	3%	8%
[50] CC(C)(Oc1ccc(Cl)cc1)C(=O)N(Cc1ccccc1)c1ccccn1
    -2	18	-10%	.	-1%	?	12%	-16%

(further entries)
Every second line gives: DRD3 agonist	DRD3 antagonist	Abeta rescue	FUS suppressor	aSyn rescue	TDP-43 yeast inh	EPAC2 agonist	EPAC2 antag
[51] CC(C)CNC(=O)COC(=O)/C=C/c1ccco1
    10	12	1%	-7%	-2%	-4%[0.397 µM]	4%	11%
[52] Cc1ccc(S(=O)(=O)c2c(C)cc(C)[nH]c2=O)c(C)c1
    1	-17	2%	-25%	-6%	14%	8%	2%
[53] O=C(CNCC1CCCO1)N1CCCc2ccccc21 (stereo unspecified)
    -24	?	6%	-10%	-2%	-12%	5%	-2%
[54] O=C(N/N=C/C(Cl)=C/c1ccccc1)c1ccco1
    -10	-17	1%	-10%	3%	?	4%	-2%

By substructure, the compounds so far containing a furan ring, fused or not (8)
Every second line gives: DRD3 agonist	DRD3 antagonist	Abeta rescue	FUS suppressor	aSyn rescue	TDP-43 yeast inh	EPAC2 agonist	EPAC2 antag
[8] CCN(CC(=O)Nc1ccc(OC)cc1)C(=O)c1oc2c(Cl)cccc2c1C
    -6	-6	3%	1%	3%	3%	4%	-3%
[14] COc1ccc(C2CC(c3cccs3)=NN2C(=O)c2ccco2)cc1OC (stereo unspecified)
    7	4	26%	27%	6%	-1%	14%	?
[32] CS(=O)(=O)N1N=C(c2ccco2)CC1c1ccccc1 (stereo unspecified)
    21	-2	9%	.	1%	11%	11%	13%
[39] O=C1CN(C(=O)/C=C/c2ccco2)c2ccccc2N1
    2	9	-13%	7%	1%	17%	11%	-3%
[40] Cc1ccc(CNc2ncc(-c3ccccc3)n2C)o1
    -2	0	3%	-4%	1%	-14%	3%	13%
[43] Cc1cc(C)c2c(C)c(C(=O)Nc3c(C)n(C)n(-c4ccccc4)c3=O)oc2c1
    3	3	-4%	.	23%	-19%	-2%	8%
[51] CC(C)CNC(=O)COC(=O)/C=C/c1ccco1
    10	12	1%	-7%	-2%	-4%[0.397 µM]	4%	11%
[54] O=C(N/N=C/C(Cl)=C/c1ccccc1)c1ccco1
    -10	-17	1%	-10%	3%	?	4%	-2%

Record cards (already shown). Order of values: DRD3 agonist, DRD3 antagonist, Abeta rescue, FUS suppressor, aSyn rescue, TDP-43 yeast inh, EPAC2 agonist, EPAC2 antag
Cc1ccc(S(=O)(=O)c2c(C)cc(C)[nH]c2=O)c(C)c1 is listed as 1, -17, 2%, -25%, -6%, 14%, 8%, 2%
CC(C)CNC(=O)COC(=O)/C=C/c1ccco1 is listed as 10, 12, 1%, -7%, -2%, -4%[0.397 µM], 4%, 11%
